LmPK inh = blocks Leishmania mexicana pyruvate kinase activity. purified LmPK, Kinase-Glo ATP luminescence, 1 h. Potency, µM (highest dose often 57.5 µM), for the others: top-dose activity change, negative = inhibition, hits mostly inhibitors. actives 0.37% (n = 290,000). AID 1721; also: potency is read from the fitted curve at half-maximal effect; % is scaled to controls: 0 for no effect and ±100 for the full control effect
Target sequence (Q27686 whole entry, looked up): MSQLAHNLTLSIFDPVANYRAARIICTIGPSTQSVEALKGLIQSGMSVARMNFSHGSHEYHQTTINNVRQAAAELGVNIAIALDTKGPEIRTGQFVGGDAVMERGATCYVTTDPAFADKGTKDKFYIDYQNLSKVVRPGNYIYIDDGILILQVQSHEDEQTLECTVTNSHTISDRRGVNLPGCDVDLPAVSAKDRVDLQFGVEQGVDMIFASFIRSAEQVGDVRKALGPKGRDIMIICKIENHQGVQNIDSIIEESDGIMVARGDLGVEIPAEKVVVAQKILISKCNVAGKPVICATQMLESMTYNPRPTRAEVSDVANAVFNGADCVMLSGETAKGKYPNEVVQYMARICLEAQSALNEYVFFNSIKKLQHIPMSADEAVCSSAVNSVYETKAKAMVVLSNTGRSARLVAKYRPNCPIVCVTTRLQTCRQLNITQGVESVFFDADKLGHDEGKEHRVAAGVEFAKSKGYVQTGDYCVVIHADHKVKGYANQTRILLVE
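Pyruvate kinase activity monitored as ATP production (luciferase luminescence). Conditions: 0.1 nM enzyme, 0.5 mM PEP, 0.1 mM ADP, 1 h, RT; normalized against uninhibited and no-enzyme wells.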
Pf growth 48h = inhibits P. falciparum growth in the first generation, 48 h | actives 5.9% (n = 310,000) | Potency, µM (titrated, usually from 28.7 µM), for inactives: top-dose activity change, negative = inhibition, usual class: inhibitors | P. falciparum luciferase growth in erythrocytes, 48 h | AID 504832; also: potency is read from the fitted curve at half-maximal effect; % is scaled to controls: 0 for no effect and ±100 for the full control effect
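Read-out is firefly luciferase luminescence from an integrated reporter in P. falciparum, so falling signal marks reduced parasite growth. Infected erythrocytes were at 2% hematocrit and 0.1% parasitemia (final) in Albumax-supplemented RPMI 1640.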
Pf growth 96h = P. falciparum growth inhibition at 96 hours; P. falciparum luciferase reporter growth, 96 h; actives 6.9% (n = 320,000); Potency, µM (series often up to 28.7 µM), for inactives: at the highest dose activity change, negative = inhibition, hits mostly inhibitors; also: potency is read from the fitted curve at half-maximal effect; % is scaled to controls: 0 for no effect and ±100 for the full control effect
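Readout is luminescence from an integrated firefly luciferase in P. falciparum. Red cells, 2% hematocrit and 0.05% parasitemia final, were cultured with compound through two parasite generations (96 hours) at 37 C, 5% CO2.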
Tb PYK inh = T. brucei pyruvate kinase inhibition | Q57TT1 | TbPYK enzyme, Kinase-Glo Plus ATP luminescence, 45 min | Potency, µM (highest dose often 76.8 µM), inactives show top-dose activity, negative = inhibition, actives largely listed as inhibitors | actives 0.12% (n = 410,000) | AID 624173; also: potency is read from the fitted curve at half-maximal effect; % is scaled to controls: 0 for no effect and ±100 for the full control effect; nearly all actives have a fitted effect of over 50% in size
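T. brucei PYK with substrate was exposed to pin-transferred compounds across a concentration series, then started with 130 uM ADP (final). After 45 min at room temperature, Kinase-Glo Plus luminescence was read, normalized and curve-fitted.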
Shiga inhibitor = Shiga toxin inhibition | Vero cells, Shiga toxin protein synthesis inhibition reporter | inhibition, % at 38.7 µM | actives 9.2% (n = 290,000); in the data active = inhibition mostly above about 28%, no sharp cut-off; inactive = mostly below about 43%; also: 0% is about no effect
CHX counter = counter-screen for Shiga toxin inhibitors: cycloheximide protein synthesis inhibition | cell reporter, cycloheximide protein synthesis inhibition counterscreen | max response, % | actives 12% (n = 300,000) | AID 2314; in the data active = max response mostly above about 13%, no sharp cut-off; inactive = mostly below about 14%; also: read at 38.3 µM for the half of the compounds with a filed dose; 0% is about no effect
AMA1-RON2 inh = inhibitors of Plasmodium falciparum AMA1-RON2 interaction. AlphaScreen AMA1-biotinylated RON2 peptide binding. Potency, µM (doses to about 58.2 µM), inactives show at the top dose activity change, negative = inhibition, most hits filed as inhibitors. actives 0.2% (n = 360,000). AID 720542;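 also: potency is read from the fitted curve at half-maximal effect; 0% = vehicle wells and -100% = peptide control; nearly all actives have a fitted effect of over 45% in size; some results filed as inactive show a strong effect at the top dose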
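AMA1 (3D7) with his tag at 25 nM final met compounds first, then biotinylated RON2 peptide at 25 nM; detection used donor plus acceptor beads, 10 µg/mL apiece, read by AlphaScreen after 30 min at room temperature.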
Numbers without * were called inactive; ? = inconclusive; . = not tested or not shown; [ ] = dose if it differs, or a comment. Unless noted, calls follow the shape of the dose curve; as a rule, active = well fitted curve in the direction sought with a large enough effect; inconclusive = small, poorly fitted or top-dose-only effect, or another doubt; inactive = no such curve, though single readings can be large; an effect the other way counts as inactive or inconclusive.

cpd | canonical_smiles | LmPK inh | Pf growth 48h | Pf growth 96h | Tb PYK inh | Shiga inhibitor | CHX counter | AMA1-RON2 inh
1 | O=C(NCc1ccccc1F)c1ccc(S(=O)(=O)Nc2cccc(C(F)(F)F)c2)cc1 | 1% | 3% | 81% | 1% | -4 | -2 | 4%[11.6 µM]
2 | CC1CN(c2oc(-c3cccs3)nc2C#N)CC(C)O1 (centres undefined) | -2% | 10µM* | -5% | 2% | -3 | -1 | -6%
3 | CCn1c2ccc(F)cc2c2nnc(SCCN3CCOCC3)nc21 | -1% | ? | ? | -4% | -4 | 9 | -2%
4 | Cc1cnc(C(=O)Nc2nc(-c3ccccc3)cs2)cn1 | 3% | 21% | ? | -6% | 4 | -2 | 59%[activator]
5 | O=c1[nH]c(=O)n(Cc2ccccc2)c(O)c1/C=N/Nc1c(F)c(F)c(F)c(F)c1F | 0% | 4% | 21% | -2% | -8 | 3 | -1%
6 | CN1CCC(O)(c2ccc(F)cc2)C(C(=O)c2ccc(F)cc2)C1 (centres undefined) | . | 0% | -4% | 1% | . | . | .
7 | COc1ccc(-n2cc(-c3ccc(Cl)cc3)[nH]c2=S)cc1 | -1% | ? | ? | -38% | 13 | 13* | 61%[activator]
8 | COc1ccc(C)cc1N(C(=O)c1ccccc1)c1nc2ccccc2s1 | 1% | 12µM* | 13µM* | -10% | -2 | 0 | -15%
9 | CC(=O)c1c(C)[nH]c(C(=O)CSc2nnc(-c3cccs3)n2Cc2ccccc2)c1C | 8% | 9.3µM* | . | -8% | -23 | 0 | -10%
10 | CCOC(=O)C1(C)C=C(Nc2ccc(O)cc2)C(=O)N1c1ccc(O)cc1 (centres undefined) | 7% | 12µM* | 10µM* | -22% | 14 | 0 | 2%
11 | COc1ccc(-c2cc(C(=O)Nc3c(C)nn(Cc4ccc(Cl)cc4)c3C)no2)cc1 | 1% | . | ? | -1% | -7 | 11 | 5%
12 | Cc1cc(C)c(C(=O)CSc2nnc(N)s2)c(C)c1 | -6% | 6% | 2% | -4% | 28 | 3 | 9%
13 | CC(=O)N(CC(C)(C)CC=C(C)C)c1ccccc1 | 3% | . | 6% | . | -8 | -3 | .
14 | COc1ccccc1C(=O)N/N=C/c1ccc(Cl)s1 | -6% | 42% | ? | -8% | 78* | 49* | -1%
15 | O=C(/C=C/c1cccc(Cl)c1)N1CCC(Cc2ccccc2)CC1 | 3% | 33%[activator] | -10% | -1% | 54* | 12* | 1%

2 compounds drawn at random from the list so far, as already listed:
cpd | canonical_smiles | LmPK inh | Pf growth 48h | Pf growth 96h | Tb PYK inh | Shiga inhibitor | CHX counter | AMA1-RON2 inh
14 | COc1ccccc1C(=O)N/N=C/c1ccc(Cl)s1 | -6% | 42% | ? | -8% | 78* | 49* | -1%
10 | CCOC(=O)C1(C)C=C(Nc2ccc(O)cc2)C(=O)N1c1ccc(O)cc1 (centres undefined) | 7% | 12µM* | 10µM* | -22% | 14 | 0 | 2%

More results.
cpd | canonical_smiles | LmPK inh | Pf growth 48h | Pf growth 96h | Tb PYK inh | Shiga inhibitor | CHX counter | AMA1-RON2 inh
16 | Cc1onc(-c2c(F)cccc2Cl)c1C(=O)N1CCCc2ccccc21 | 5% | -13% | 25% | 7.1µM* | -9 | -1 | 0%
17 | N#Cc1ccc(C(=O)Nc2nnc(-c3ccco3)o2)cc1 | -4% | ? | ? | 4% | 37 | 13 | 38%[activator]
18 | Cc1ccccc1N1CCN(c2ncnc3scc(-c4cccs4)c23)CC1 | 1% | ? | -43% | 0% | 14 | -1 | -8%
19 | COc1ccc(S(=O)(=O)N(CC(=O)NCc2ccco2)c2ccccc2)cc1OC | 4% | ? | ? | 0% | -5 | 10 | 6%
20 | O=C1NN(c2ccc(Br)cc2)C(=O)/C1=C\c1ccc(O)cc1O | -3% | 2% | -50% | 1% | . | 14 | -2%
21 | CCCNC(=O)/C=C/c1ccc(S(=O)(=O)Nc2ccccc2OC)cc1 | 1% | -24% | 9.3µM* | -8% | 2 | 4 | -2%
22 | CO | . | -2% | 4% | 0% | . | . | .
23 | O=C(O)c1ccc(COc2ccc(Cl)cc2)o1 | -9% | 35%[activator] | 0% | -2% | 42 | 24* | -1%
24 | Cc1ccc(NC(=O)C(=O)NCc2ccco2)c(C)c1 | 5% | 47%[activator] | 7% | -15% | 109* | 41* | -5%
25 | COc1ccc(NC(=O)c2cnc(NS(=O)(=O)c3ccccc3)nc2)cc1 | -9% | 26% | 82%[activator] | 0% | -14 | -3 | 1%
26 | CN1CCC2(CC1)NC(=O)NC2=O | 0% | 0% | 1% | 5% | -2 | -4 | 18%
27 | CCOC(=O)c1nn(-c2ccccc2)c(C#N)c1NC(=O)c1nn(CC)cc1Br | 5% | ? | -6% | -1% | -6 | 10 | -7%
28 | COC(=O)c1ccc(/C=N/NC(=O)CC(=O)NC2CCCCC2)cc1 | -4% | 2% | 31%[activator] | -14% | 8 | 24 | -15%
29 | O=C(N/N=C/c1ccc(Cl)c([N+](=O)[O-])c1)C1CC1 | ? | ? | -17% | 4% | 11 | 7 | -3%
30 | COC(=O)C(c1ccccc1)N1CCCCCC1 (centres undefined) | -1% | 14% | 46%[activator] | -1% | 8 | -2 | -7%
31 | Cc1cccc(C)c1NC(=O)C(NC=O)c1ccc(Cl)cc1 (centres undefined) | -3% | 6% | 3% | 7% | -1 | -2 | 25%
32 | Cc1ccc(-c2nc(SCC(=O)Nc3cc(S(=O)(=O)N4CCCCC4)ccc3Cl)n[nH]2)cc1 | -1% | 11% | ? | 7% | 3 | 17* | -11%
33 | C=CCC(O)(CCN1CCCCC1)c1ccccc1 (centres undefined) | 3% | 13% | 41%[activator] | 2% | -3 | 6 | -4%
34 | CCC12CN3CCN(CC(C3)C1O)C2 (centres undefined) | -14% | 11% | -15% | -15% | -3 | -3 | 13%
35 | COc1cccc(C(=O)NNS(=O)(=O)c2ccc(C)cc2)c1 | -4% | ? | ? | -3% | -8 | -1 | 0%
36 | CCOC(=O)C1=NN(N=O)C2(CC(=O)N(c3cc(C)cc(C)c3)C2=O)C1 (centres undefined) | 2% | -4% | . | -4% | -7 | -4 | 2%
37 | COc1ccc(-n2cnc3cc(C(=O)N4CCC5(CC4)OCCO5)ccc32)cc1 | 3% | ? | ? | 6% | 18 | 2 | -6%
38 | CCn1ncc(Br)c1C(=O)Nc1cc(C)on1 | 1% | -2% | 3% | 4% | 4 | -2 | -12%
39 | CCN[C@H]1CN(CCCOC)S(=O)(=O)c2sc(S(N)(=O)=O)cc21 | . | -30% | 48%[activator] | -5% | . | . | 0%
40 | COc1ccc(CCNC2CCCCC2)cc1OC | -1% | -2% | 29% | 2% | 17 | -3 | 2%
41 | Cc1ccc(S(=O)(=O)N2CCN(CC(=O)NC(=O)NCc3ccco3)CC2)cc1C | 3% | ? | -8% | -2% | -12 | -3 | -3%
42 | Cc1ccc(N(CC(=O)NC2CCCCC2)C(=O)CNC(=O)c2cccs2)cc1 | 4% | -18% | 2% | 3% | 16 | -4 | 4%
43 | O=C1NC(=O)N(c2ccccc2)C(=O)/C1=C/C=C/c1ccco1 | 8% | 21% | 22% | ? | 57* | 36* | -2%
44 | COC(=O)c1ccc(NC(=O)CCN2C(=O)C3CC=CCC3C2=O)cc1 (centres undefined) | . | 25% | ? | 1% | . | . | 29%
45 | Cc1oc2cc3oc(=O)c(CC(=O)N[C@@H](C)C(=O)NC(Cc4ccc(Cl)cc4)C(=O)O)c(C)c3cc2c1C (some centres undefined) | 1% | -3% | 104%[activator] | 0% | -3 | -1 | -3%
46 | CC(=O)c1c(NCCc2ccccc2)nc(=S)n(-c2ccccc2)c1C | -8% | 18% | -1% | 4% | -4 | 9 | -5%
47 | Nc1ccccc1SCCS(=O)(=O)c1ccc(Cl)cc1 | 0% | -3% | 0% | -10% | -6 | 8 | -1%
48 | c1csc(-c2nnsc2-c2nc3ccccc3[nH]2)c1 | -4% | 15% | ? | -18% | 45 | 24 | 35%[activator]
49 | O=C(CSc1nnc(CNC(=O)c2ccco2)o1)Nc1ccccc1 | -1%[11.5 µM] | 13% | 26% | -12% | -7 | -6 | -3%
50 | Cc1cc(C)c2sc(N(CCN(C)C)C(=O)CCS(=O)(=O)c3ccccc3)nc2c1 | 9% | ? | ? | 1% | 33 | 1 | -18%
51 | CNc1nc(C)nc(-n2nc(C)cc2C)n1 | -7% | 16% | . | 2% | 21 | -2 | -11%
52 | CC(C)Oc1ccc(CNC(=O)c2ccc3c(c2)N(C)CCS3)cc1 | 0% | 51%[activator] | -9% | -17% | 54* | 35* | ?
53 | C=CCNc1sc(C(=O)c2cccs2)c(N)c1C#N | -3% | 36%[activator] | ? | 1% | -7 | 1 | -19%
54 | NC(=O)CC(NC(=O)Cc1cccc2ccccc12)c1ccc(NCCN2CCCCC2)c([N+](=O)[O-])c1 (centres undefined) | 2% | 10% | ? | 2% | -1 | 6 | -4%
55 | O=C(c1ccc2oc(Cc3ccc(Cl)cc3)nc2c1)N1CC[C@H](O)C1 | -2% | -11% | 7% | 2% | 2 | 6 | 0%
56 | Cc1cc(C)nc(N/C(=N\S(=O)(=O)Cc2ccccc2)Nc2ccccc2Br)n1 | -1% | ? | -1% | -7% | -15 | -5 | -23%
57 | CCOC(=O)C1=C(c2ccccc2)Nc2ncnn2C1c1cc(OC)cc(OC)c1OC (centres undefined) | 4% | ? | ? | -2% | -10 | -7 | ?
58 | Cc1ccc(C(=O)Nc2cccc(C(=O)O)c2)cc1S(=O)(=O)N1CCCCC1 | -12% | 47%[activator] | 28% | -13% | 132* | 87* | 3%
59 | CCN1CCCC1CNS(=O)(=O)c1cc(Br)cc2c1N(C(=O)C1CC1)CC2 (centres undefined) | 0% | 10% | -15% | 1% | -12 | -2 | 10%
60 | O=C(c1cc(-c2cccs2)nc2ccccc12)N1CCN(CCO)CC1 | . | 43%[activator] | 74%[activator] | 9% | . | . | -7%
61 | CNC(=O)C(Sc1nc(C)nc2c1oc1ccccc12)C(C)=O (centres undefined) | 0% | . | ? | -8% | 10 | 4 | 73%[activator]
62 | O=C1CN2NC(=S)N(c3ccccc3)C2=CN1c1ccc(Cl)cc1 | 1% | 8% | 11% | 1% | -10 | -2 | 0%
63 | CCOC(=O)C1CCN(/C=C2/C(=O)NC(=S)N(c3cccc(OC)c3)C2=O)CC1 | -2% | -14% | 0% | -10% | -6 | -3 | -9%
64 | COc1cc2c(cc1OC)C(c1cccc([N+](=O)[O-])c1)NC(=O)C2 (centres undefined) | 1% | 4% | 6.6µM* | 2% | -21 | 7 | -3%
65 | COc1ccc(O)c(/C=N/NC(=O)c2ccc(N3CCCC3=O)cc2)c1 | 1% | ? | 47%[activator] | 7% | -4 | -6 | 12%
66 | CCN(CC)S(=O)(=O)c1ccc2c(c1)c(=O)c(C(=O)NCc1cccs1)cn2C | 0% | ? | ? | 3% | -14 | -4 | 3%
67 | COc1ccccc1OCC(=O)Nc1cc(S(=O)(=O)N2CCCCC2)ccc1N1CCCCC1 | 2% | 5.2µM* | 2.1µM* | -12% | -2 | 1 | -8%[11.6 µM]
68 | CCN1CCCc2cc(CN(CCN3CCOCC3)C(=O)Nc3ccc(C)c(C)c3)ccc21 | -1% | . | ? | -9% | -1 | 1 | 11µM*
69 | NC(=O)Nc1ccc(F)cc1 | -3% | . | -24% | -3% | -15 | -8 | -20%

Screens from PubChem.
